Source: PubChem BioAssay
IP6K1 inh: inhibitors of human IP6K1; Q92551; IP6K1 kinase, ADP-Glo luminescence, 2 h; stronger effect = lower value; activity change, % (series mostly up to about 58 µM); hit rate 0.81% among 140,000; AID 1645851; in the data active means activity change below about -25%
Target sequence (Q92551 whole entry, looked up): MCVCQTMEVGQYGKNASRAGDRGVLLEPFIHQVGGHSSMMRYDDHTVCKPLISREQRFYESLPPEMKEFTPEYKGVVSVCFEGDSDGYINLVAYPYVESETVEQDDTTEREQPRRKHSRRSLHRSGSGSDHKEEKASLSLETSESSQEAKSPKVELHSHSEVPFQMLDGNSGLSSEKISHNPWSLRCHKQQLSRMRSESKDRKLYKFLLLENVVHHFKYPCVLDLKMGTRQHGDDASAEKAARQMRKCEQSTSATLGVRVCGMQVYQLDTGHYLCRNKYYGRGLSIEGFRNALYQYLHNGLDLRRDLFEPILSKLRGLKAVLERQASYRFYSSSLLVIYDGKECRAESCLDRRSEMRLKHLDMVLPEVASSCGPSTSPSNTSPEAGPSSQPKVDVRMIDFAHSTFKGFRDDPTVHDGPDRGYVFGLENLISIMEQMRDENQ
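ADP-Glo luminescence measures ADP made by human IP6K1 during a 2 h RT reaction with ATP/IP6 (mix at 1.3 mM/130 uM); top library doses 57.5 and 19.1 uM final.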
SNCA viab count: cell viability loss counter-screen. HEK-293-SNCA-luc viability, GF-AFC fluorescence, 24 h. Potency, µM (highest dose often 57.1 µM), for inactives: top-dose activity change, negative = cytotoxicity, actives largely listed as cytotoxic. hit rate 0.12% among 150,000. AID 1671193;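 further: potency means the concentration at half of the fitted maximal effect; 0% = DMSO-treated cells and -100% = medium-only wells without cells; nearly all actives have a fitted effect of over 30% in size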
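Cytotoxicity counterscreen: after 24 h compound treatment of genome-edited SNCA-luciferase HEK-293 cells, live-cell protease substrate GF-AFC read by fluorescence after 30 min; activity scaled between DMSO (0%) and medium-only (-100%), curves Hill-fitted.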
Luciferase inh: inhibitors of firefly (Photinus pyralis) luciferase; hit rate 2.5% among 76,000; purified P. pyralis luciferase, luminescence, biochemical; Potency, µM (highest dose often 115 µM), for the others: at the top dose activity change, negative = inhibition, usual class: inhibitors; P08659; further: potency means the concentration at half of the fitted maximal effect; nearly all actives have a fitted effect of over 65% in size
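Purified 10nM P. pyralis luciferase with 10uM D-luciferin and 10uM ATP in 50mM Tris acetate pH 7.5, 10mM Mg acetate, 0.01% Tween-20, 0.05% BSA. qHTS titration; luminescence read by CCD imager.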
GPT2 inhibitor: blocks human glutamate pyruvate transaminase 2. Recombinant GPT2, coupled pyruvate oxidase/HRP Amplex Red fluorescence. Potency, µM (highest dose often 57.7 µM), for the others: top-dose activity change, negative = inhibition, most hits filed as inhibitors. hit rate 0.25% among 100,000. AID 1671188; further: potency means the concentration at half of the fitted maximal effect; nearly all actives have a fitted effect of over 60% in size; many of its hits are not listed in these tables
Target sequence (Q8TD30 whole entry, looked up): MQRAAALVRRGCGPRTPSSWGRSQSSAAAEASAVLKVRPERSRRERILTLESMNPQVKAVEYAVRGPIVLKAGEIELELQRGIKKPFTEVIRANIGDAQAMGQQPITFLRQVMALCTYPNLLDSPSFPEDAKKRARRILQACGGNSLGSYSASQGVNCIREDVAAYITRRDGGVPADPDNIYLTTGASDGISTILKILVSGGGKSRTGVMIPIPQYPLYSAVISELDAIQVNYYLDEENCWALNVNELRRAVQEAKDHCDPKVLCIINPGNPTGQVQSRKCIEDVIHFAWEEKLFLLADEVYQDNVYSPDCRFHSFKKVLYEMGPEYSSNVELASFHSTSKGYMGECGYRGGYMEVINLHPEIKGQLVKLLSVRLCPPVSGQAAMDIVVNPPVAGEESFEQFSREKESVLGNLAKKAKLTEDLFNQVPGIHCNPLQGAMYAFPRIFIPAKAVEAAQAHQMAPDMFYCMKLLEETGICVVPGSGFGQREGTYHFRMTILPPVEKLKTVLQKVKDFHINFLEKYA
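GPT2 10ng/uL, a-KG 250uM, L-Ala 2mM, HEPES pH7.5 + 0.0001% Tween; 30 min RT. Then Amplex mix (PO/HRP/ThPP), 30 min RT dark, fluorescence. AOA 50uM used as positive control.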
3T3 cytotox: NIH 3T3 cell cytotoxicity. NIH 3T3 viability, CellTiter-Glo ATP luminescence, 48-72 h. Potency, µM (doses to about 96.7 µM), for inactives: at the highest dose activity change, negative = cytotoxicity, usual class: inhibitors. hit rate 4.3% among 94,000. AID 1345082; further: potency means the concentration at half of the fitted maximal effect; nearly all actives have a fitted effect of over 55% in size
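Luminescent ATP readout (CellTiter-Glo, 10 min RT) after 48 or 72 hr compound exposure of NIH 3T3 cells seeded at 400 cells/well in 1536-well format; quantitative HTS.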
SNCA expr inhib: reduces expression of the alpha-synuclein gene | HEK-293 SNCA-luciferase knock-in, luminescence, 24 h | Potency, µM (titrated, usually from 57.2 µM), without a hit: top-dose activity change, negative = inhibition, most hits filed as inhibitors | hit rate 0.17% among 140,000 | AID 1671194;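 further: potency means the concentration at half of the fitted maximal effect; plate controls were DMSO cells for no effect and cell-free wells for full effect; nearly all actives have a fitted effect of over 45% in size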
HEK cytotox: kills HEK 293 cells; hit rate 6.6% among 94,000; HEK 293 viability, ATP luminescence (CellTiter-Glo), 48-72 h; Potency, µM (doses to about 115 µM), for inactives: at the top dose activity change, negative = cytotoxicity, hits mostly inhibitors; further: potency means the concentration at half of the fitted maximal effect; nearly all actives have a fitted effect of over 60% in size
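ATP-coupled CellTiter-Glo luminescence served as viability read-out, recorded 10 min after reagent addition at room temperature. HEK 293 cells, 250 cells/well, had been incubated with pintool-transferred compound for 48 or 72 hr at 37 degree Celsius.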
Numbers without * were called inactive; i = inactive; u = inconclusive; x = not tested or not shown; [ ] = another dose, or the depositor's remark. Unless noted, the call rests on the fitted dose curve; in most records, active means well fitted curve in the direction sought with a large enough effect; inconclusive means small, poorly fitted or top-dose-only effect, or another doubt; inactive means no such curve, though single readings can be large; an effect the other way counts as inactive or inconclusive. Unless noted, on the % scale 0 is the no-effect control and ±100 the full control effect. This is a subset (hit frequency here may not be typical).

SMILES	IP6K1 inh	SNCA viab count	Luciferase inh	GPT2 inhibitor	3T3 cytotox	SNCA expr inhib	HEK cytotox
CCc1noc(-c2cccn3c(CNC(=O)c4cccc(OC)c4)nnc23)n1	0.1	-0.8%	-1.6%	i	-10.3%	u	-28.0%
O=C1NCCCCCCN(C(=O)c2ccncc2)[C@H]2CCC[C@@H]12	-4.0	1.3%	6.1%	i	3.7%	0.0%	i
CC[C@@]1(O)C[C@H](O[C@H]2C[C@H](N(C)C)[C@H](O[C@H]3C[C@H](O)[C@H](O[C@H]4CCC(=O)[C@H](C)O4)[C@H](C)O3)[C@H](C)O2)c2c(cc3c(c2O)C(=O)c2c(O)cccc2C3=O)[C@@H]1C(=O)OC	x	-11.1%	x	i	x	7.4%	x
Cc1ccccc1S(=O)(=O)N1CCC(n2cnnc2C(C)C)CC1	9.5	4.6%	-6.4%	i	-10.2%	0.6%	-24.8%
O=C(CSc1n[nH]c(-c2ccccc2Cl)n1)NCCc1ccccc1	10.5	11.1%	x	x	x	-29.3%	x
COCC[C@]1(O)CCN(C(=O)CCCc2cccs2)C[C@H]1C	6.7	5.7%	-20.8%	-10.7%	2.4%	152.0%[activator]	1.4%
O=C(NCCc1ccncc1)C1CN(C(=O)C2CCCC2)CC12CCOCC2 (stereo not given)	4.0	-7.2%	0.5%	i	-7.2%	-12.4%	2.3%
Cn1cnc(C(=O)N2CCC(N3C(=O)C4(CCCC4)C3c3ccccc3)CC2)c1 (stereo not given)	-7.8	-1.8%[12.5 µM]	8.2%	0.1%	-0.4%	-3.4%	u
CCc1cccc(NC(=O)c2cc3n(n2)CC(c2ccc(Cl)cc2)OC3)c1 (stereo not given)	2.4	-0.3%	-11.6%	-6.7%	u	-5.6%	u
COc1cc(C(=O)N2c3ccccc3CC2c2nc(C(C)C)no2)cc(OC)c1OC (stereo not given)	-6.9	-18.8%	x	i	-20.8%	83.1%[activator]	-29.4%
Cc1ccc(N2CCN(C(=O)c3noc4c3COc3ccc(C)cc3-4)CC2)c(C)c1	-16.5	4.7%	x	x	x	-13.6%	x
Cc1cccc(-c2nc3c(c(SCc4ccccc4Cl)n2)Cc2c(CO)cnc(C)c2O3)c1	-3.1	1.8%	x	x	x	-26.6%	x
Cc1ccc(-c2cc(N3CCCN(C(=O)c4nn(C)c5ccccc45)CC3)n[nH]2)cc1C	0.5	-6.4%	-9.5%	-20.9%	u	-6.7%	u
COc1ccc(-c2nn3c(-c4ccc(C)cc4)nnc3c3ccccc23)cc1	-2.6	4.5%	x	x	x	26.7%	x
Cc1nc([C@@H]2CN(C(=O)CCc3nc4ccccc4[nH]3)C[C@H]2C(N)=O)n[nH]1	0.8	4.2%	6.8%	i	1.9%	13.0%	i
COc1ccc(C2Cn3nnc(-c4noc(-c5cccc(F)c5)n4)c3CO2)cc1 (stereo not given)	-6.8	3.6%	3.7%	-1.6%	-7.4%	19.1%	22.5%
Cn1cccc1CN1CCC2(C1)C(=O)N(c1ccccc1)c1ccccc12 (stereo not given)	-3.7	-11.7%	x	i	-28.9%	-0.3%	u
Cn1ncnc1CCNC(=O)c1cn(CCC2CCCCN2)nn1 (stereo not given)	13.9	4.4%	-16.2%	i	1.0%	59.4%[activator]	u
Cc1nc2c(OCc3ccccc3)cccn2c1CC#N	x	-2.2%	x	i	x	62.3%[activator]	x
COCCNC(=O)CCc1c(C)nc2c(-c3ccc(F)cc3)c(C)nn2c1C	7.8	7.1%	x	x	x	7.9%	x
CCOC(=O)c1cc(-c2ccc(F)cc2)n(CCC(=O)NCCc2ccc(C)cc2)c1C	-7.3	0.8%	x	x	x	u	x
COc1cc2nc(SCc3ccc(Cl)cc3)n3nc(CCn4nc(C)cc4C)nc3c2cc1OC	-3.8	0.3%	x	x	x	u	x
COc1ccc(S(=O)(=O)NCC2CCCN(C(=O)c3cccnc3C)C2)cc1 (stereo not given)	11.3	-10.3%	-3.1%	-9.4%	-11.5%	-11.1%	-4.6%
COc1cccc(-c2nnnn2[C@H]2CO[C@H]3[C@@H]2OC[C@@H]3NS(=O)(=O)c2ccc(NC(C)=O)cc2)c1	-4.9	3.7%	-0.5%	-40.2%	-11.1%	10.2%	-32.7%
COc1ccc(C(=O)N[C@H]2CO[C@H]3[C@@H]2OC[C@H]3OC(=O)Nc2ccccc2)cc1	-10.7	u	12.1%[172 µM]	i	u	55.2%[activator][87.6 µM]	63.1µM*

Next section:
SMILES	IP6K1 inh	SNCA viab count	Luciferase inh	GPT2 inhibitor	3T3 cytotox	SNCA expr inhib	HEK cytotox
Cc1cccc(C(=O)N2CCC3(CC2)CC(c2ccccc2)C(=O)N3C)c1C (stereo not given)	-9.2	6.9%	5.5%	-16.2%	-13.4%	-21.0%	i
COc1ccc(-c2ccccc2C(=O)N2CCC(NC(=O)c3ccccc3F)CC2)nn1	-7.9	x	x	x	-0.7%	x	-4.3%
CCOc1cccc(CN2CCCC(CNC(=O)c3cccc(OC)c3OC)C2)c1 (stereo not given)	2.9	-10.3%	-0.1%	i	-24.9%	0.0%	-21.6%
COc1ccc(OC)c(S(=O)(=O)N2CCOCCNC(=O)[C@H]3CCCC[C@H]32)c1	-3.7	-12.5%	-13.6%	3.2%	-10.1%	32.6%[activator]	-1.5%
COc1cc(OC)cc(-c2ccc3c(-c4ccc(F)cc4)[nH]nc3n2)c1	2.3	-18.2%	x	i	x	x	x
Cc1noc(C2CC3(CCN(C(=O)C4CCC4)CC3)CN2C)n1 (stereo not given)	5.5	1.2%	2.1%	0.3%	-6.8%	-17.1%	-2.5%
Cc1cnc(-c2cccnc2)n1C1CCCN(C(=O)Nc2ccc3c(c2)OCCO3)C1 (stereo not given)	18.0	0.2%	x	i	-29.2%	103.0%[activator]	-16.7%
CCOc1ccc(CN2C(=O)C(=O)c3cccc(C)c32)cc1OC	8.9	-14.2%	x	x	x	1.1%	x
COc1ccc(C(=O)N2CCC(N3CCCCCC3=O)CC2)cc1	2.5	-14.0%[87.6 µM]	0.4%[172 µM]	i	-21.2%[138 µM]	-25.0%[87.6 µM]	-13.2%[172 µM]
CN1CCC(N[C@@H]2CO[C@H](CNC(=O)N3CCOCC3)[C@H]2O)CC1	2.7	-0.1%[87.6 µM]	-4.0%[172 µM]	-1.9%[88.5 µM]	i	-13.9%[87.6 µM]	i
COc1ccc(/C=C/C(=O)Nc2ccc(Cl)c(Cl)c2)cc1	19.8	-11.5%	x	x	x	162.9%[activator]	x
O=C(Nc1cccc(Cl)c1)C1=NO[C@@H]2CN(Cc3cccnc3)C[C@H]12	-3.7	-1.1%[87.6 µM]	-19.5%[172 µM]	-3.4%[88.5 µM]	u	28.9%[87.6 µM]	u
COc1ccc2c(c1)c1c(c(=O)n(-c3ccccc3C)c(=O)n1CC(N)=O)n2C	12.9	-4.9%	x	x	x	-25.3%	x
O=C(CCn1cnnn1)N1CCC2(CC1)Nc1ccccc1NC2=O	22.7	0.1%	-1.0%	-9.2%	4.9%	6.0%	i
Fc1ccc(CNc2nc(-c3ccc(Cl)cc3)cc(C(F)(F)F)n2)cc1	2.5	9.6%	x	x	x	17.4%	x
COc1cc(C(=O)NCCS(=O)(=O)N2CCN(c3ccccc3)CC2)cc(OC)c1OC	23.9	-0.8%	x	x	x	-4.5%	x
Cc1cnc(C2CC2)n1CCNS(=O)(=O)c1ccccc1F	-11.0	6.6%	3.8%	-5.4%	i	9.8%	17.9%
COc1ccc(-c2cn3c(n2)sc2cc(C(=O)Nc4cc(Cl)ccc4C)ccc23)cc1	7.6	-11.8%	x	x	x	93.2%[activator]	x
O=C(c1ccccn1)N1CCC(Oc2ccc(-c3noc(-c4ccccc4)n3)cc2)C1 (stereo not given)	7.1	-29.6%	11.2µM*	-21.2%	u	-23.5%	22.4µM*
CCOc1ccccc1CN1CCC2(CCN(C(=O)Cc3ccc(F)cc3)CC2)Oc2ccccc21	4.6	-7.6%	-10.2%	i	u	-24.0%	35.5µM*
CC(C)(Oc1nn(Cc2cccc(Cl)c2)c2ccccc12)C(=O)NC1CCOCC1	-7.5	-13.9%[87.6 µM]	-3.4%[172 µM]	-10.7%[88.5 µM]	u	u	89.1µM*
CC1CCN(S(=O)(=O)c2ccc3nc(Nc4ccc(C#N)cc4)ccc3c2)CC1	6.6	-23.2%	x	x	x	u	x
CC(=O)c1c(C)nn(CCC(=O)NCc2noc(-c3ccccc3)n2)c1C	15.4	-1.9%	16.5%	i	u	27.4%	-27.1%
COc1ccc(CNC[C@H]2COCc3nc4cccnc4n32)cc1	-6.3	-5.0%[87.6 µM]	3.1%[172 µM]	4.5%[88.5 µM]	-19.9%[138 µM]	-6.8%[87.6 µM]	-23.4%[172 µM]
CCOC(=O)C1(Cc2ccc(OC)cc2)CCN(C(=O)c2cccc(Cl)c2)CC1	5.6	3.7%	u	-9.8%	u	-4.8%	u

The closing 3 compounds of the part above lead into the next:
SMILES	IP6K1 inh	SNCA viab count	Luciferase inh	GPT2 inhibitor	3T3 cytotox	SNCA expr inhib	HEK cytotox
CC(=O)c1c(C)nn(CCC(=O)NCc2noc(-c3ccccc3)n2)c1C	15.4	-1.9%	16.5%	i	u	27.4%	-27.1%
COc1ccc(CNC[C@H]2COCc3nc4cccnc4n32)cc1	-6.3	-5.0%[87.6 µM]	3.1%[172 µM]	4.5%[88.5 µM]	-19.9%[138 µM]	-6.8%[87.6 µM]	-23.4%[172 µM]
CCOC(=O)C1(Cc2ccc(OC)cc2)CCN(C(=O)c2cccc(Cl)c2)CC1	5.6	3.7%	u	-9.8%	u	-4.8%	u
COc1cccc(C(=O)N2C[C@@H](F)C[C@H]2C(=O)N2CCOCC2)c1	4.3	2.4%	-8.7%	i	3.2%	-18.7%	10.3%
COc1cccc(-c2nc3c(C#N)c[nH]n3c2NC2CCCCC2)c1OC	-14.2	-2.6%	x	x	x	-9.4%	x
CCOc1ccc(C(=O)Nc2cc(-c3cn4cccnc4n3)ccc2C)cc1OCC	4.4	6.4%	x	x	x	4.6%	x
CCOC(=O)C1CCCN(C(=O)c2cc(-c3cc(Cl)cc(Cl)c3)c3nncn3n2)C1 (stereo not given)	6.5	-1.8%	x	i	u	-5.1%	u
O=C(NC1CCCN(c2cc(-c3ccc(Cl)cc3)[nH]n2)C1)c1ccoc1 (stereo not given)	15.3	u	u	i	u	75.4%[activator]	u
CN1c2cc(C(=O)N3CCN(c4ccccc4)CC3)ccc2C(=O)N2CCCCC21 (stereo not given)	5.0	9.2%[12.5 µM]	-4.1%	i	-8.5%	21.4%	u
CC(=O)N1CCOc2cc(S(=O)(=O)NCc3ccc(F)cc3)c(C)cc21	20.2	-8.5%	x	x	x	-5.8%	x
COc1cccc(NC(=O)CSc2nc(=O)[nH]c3c2CCCC3)c1	-24.8	-2.4%	x	x	x	-14.3%	x
